Screens as filed in PubChem.
STK33 kinase inh = inhibitors of human STK33 kinase. purified STK33, MBP phosphorylation, ADP-Glo luminescence. hit rate 0.073% among 320,000. Q9BYT3. AID 2661. inhibition, % at 10 µM;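 active = inhibition at or above 25%, using the most active replicate where run in duplicate; inactive = inhibition below 25%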
Target sequence (Q9BYT3 whole entry, looked up): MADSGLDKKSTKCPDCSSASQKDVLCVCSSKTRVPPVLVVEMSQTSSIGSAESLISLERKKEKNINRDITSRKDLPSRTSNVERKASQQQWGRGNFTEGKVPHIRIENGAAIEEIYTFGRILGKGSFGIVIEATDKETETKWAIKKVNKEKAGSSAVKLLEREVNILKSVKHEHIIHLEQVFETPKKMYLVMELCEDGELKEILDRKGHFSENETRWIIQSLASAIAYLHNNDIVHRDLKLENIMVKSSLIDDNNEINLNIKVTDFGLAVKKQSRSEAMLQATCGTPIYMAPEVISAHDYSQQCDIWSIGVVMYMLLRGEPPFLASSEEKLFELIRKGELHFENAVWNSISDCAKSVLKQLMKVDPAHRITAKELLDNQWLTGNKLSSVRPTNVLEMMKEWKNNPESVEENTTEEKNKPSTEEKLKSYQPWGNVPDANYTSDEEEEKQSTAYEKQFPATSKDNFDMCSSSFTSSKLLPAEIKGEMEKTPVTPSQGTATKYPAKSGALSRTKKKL
OX1R antag-1 = blocks the human orexin 1 receptor. O43613. CHO/OX1R cells, Fluo-8 calcium fluorescence, orexin A. inhibition, % at 5 µM. hit rate 0.43% among 330,000. AID 434989;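 active = inhibition above its plate's threshold, mean inhibition of all tested compounds on the plate plus 3 SD, cut at about 37% in these data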;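 note: 0% = orexin A challenge wells and 100% = SB-334867-A antagonist wells; not every result past the cut was called active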
Target sequence (O43613 whole entry, looked up): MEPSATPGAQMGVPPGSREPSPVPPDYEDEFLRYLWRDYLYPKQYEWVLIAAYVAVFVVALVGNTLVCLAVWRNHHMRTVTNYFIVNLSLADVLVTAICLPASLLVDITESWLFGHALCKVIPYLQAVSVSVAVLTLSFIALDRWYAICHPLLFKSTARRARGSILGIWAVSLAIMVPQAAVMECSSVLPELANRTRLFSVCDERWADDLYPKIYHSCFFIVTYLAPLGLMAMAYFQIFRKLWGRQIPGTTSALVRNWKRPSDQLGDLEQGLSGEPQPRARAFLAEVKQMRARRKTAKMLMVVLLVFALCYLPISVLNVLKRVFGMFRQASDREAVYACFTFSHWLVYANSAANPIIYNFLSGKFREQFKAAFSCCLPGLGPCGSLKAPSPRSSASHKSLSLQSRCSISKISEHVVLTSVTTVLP
OX1R antag-2 = blocks the human orexin 1 receptor | OX1R-expressing cells, FRET antagonist read-out | inhibition, % at 6.6 µM | hit rate 1.8% among 330,000 | AID 485270; in the data active = inhibition mostly above about 38%, no sharp cut-off; inactive = mostly below about 40%;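 note: 0% = agonist challenge alone and 100% = reference antagonist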
* = called active by the depositor; · = not tested or not shown. Random draw from the library; any-hit rate near 2.2%.

SMILES	STK33 kinase inh	OX1R antag-1	OX1R antag-2
N#Cc1c2n(c3c(=O)n(Cc4ccccc4Cl)cnc13)CCCCC2	13	-32	14
Cc1ccc(CNC(=O)CCn2cc(-c3ccc(C)cc3)nc2CCN)cc1	-0.7	-41	34
Cc1ccc(NC(=O)Cn2cccc2)cc1	-0.9	-6	5
O=S(=O)(Nc1ccc(-n2cccc2)cc1)c1ccc(F)cc1	-0.9	-18	1
CC(OC(=O)c1ccncc1)C(=O)NC1CCCC1 (stereo not given)	-0.1	-8	20
CCOC(=O)C1=C(C)NC(=O)NC1/C=C/c1ccccc1 (stereo not given)	-0.1	-21	6
CCc1c(C)nc2cc(-c3ccc(Cl)cc3)[nH]n2c1=O	-0.5	0	30
Cc1ccc(NC(=O)Nc2ccc(Cl)c(Cl)c2)nc1	-0.6	-3	-8
COc1cc(/C=C/C(=O)c2c(O)cc(C)oc2=O)cc(OC)c1O	-1.1	16	11
O=C(CSc1ccc2nnc(-c3cccc(F)c3)n2n1)NCc1ccco1	2.2	4	15
CCN(C(=O)c1cc2c(C)nc3ccccc3c2o1)c1cc(Cl)ccc1OC	0.7	2	40
O=C(CN1CCN(c2ccccc2)CC1)Nc1ccc2c(c1)CCC2	0.3	-15	8
CC(C)[C@H](NC(=O)C1CC(=O)N(c2ccc3c(c2)OCO3)C1)C(=O)NC1CCCC1 (stereo not given in full)	-1.3	-10	16
COC(=O)c1ccccc1NC(=O)c1cc(-c2cccs2)on1	-0.5	-10	4
O/N=C\c1cnc(N2CCN(c3ccccc3)CC2)s1	4.5	-2	-6
COc1cccc(NC(=O)CSc2nc3ccccc3n2C)c1	1.2	-19	57*
Cc1c(NS(=O)(=O)c2ccc(C(=O)NCc3ccccc3)cc2)c(=O)n(-c2ccccc2)n1C	0.1	-19	1
CC(C)(C)NC(=O)COc1ccc2oc3c(c2c1)CCCC3	-0.6	-13	15
COc1ccc(-c2nnc3c4ccccc4c(C)nn23)cc1S(=O)(=O)N1CCN(CCO)CC1	1.2	-10	7
CCOC(=O)COc1ccc(S(=O)(=O)Nc2ccc3c(c2)OCCO3)cc1	-1.9	10	-2
CN1C(=O)C2C(c3ccc(N(C)C)cc3)NN(Cc3ccccc3)C2C1=O (stereo not given)	-1.8	-9	9
CC(C)n1c(=O)c2c(O)cc(=O)oc2c2ccccc21	-0.4	-16	7
CC(C)(C)S(=O)(=O)c1ccc2nc3c(n2c1)CCCC3	-6.3	-3	21
Cc1nc(-c2ccc(S(=O)(=O)N3CCN(Cc4ccccc4)CC3)s2)cs1	-0.3	-5	14
Cc1cc(C(C)(C)C)cc(S(=O)(=O)Nc2ccc(C(=O)O)cc2)c1C	-1.2	8	22
O=C1NN(c2ccc(Cl)c(Cl)c2)C(=O)/C1=C/c1cccc(OC(=O)c2cccs2)c1	-2.0	4	15
CCOC(=O)c1c(C)[nH]c(C(=O)OCCOc2ccc(Cl)cc2)c1C	0.2	-27	4
COc1ccc(OC)c(Nc2nc(-c3sc(NC(=O)CC(C)C)nc3C)cs2)c1	-1.3	-40	35
Cc1ccc(NC(=O)CCCc2c[nH]c3ccccc23)nc1	-0.3	-13	21
CC(C)(CNS(=O)(=O)c1ccc(F)cc1)CNS(=O)(=O)c1ccc(F)cc1	0.2	-16	13
CCN(CC)S(=O)(=O)c1ccc(C)c(NC(=O)Cn2cnc3cc([N+](=O)[O-])ccc3c2=O)c1	-0.7	-23	41
COc1cccc(C(=O)Nn2cnnc2)c1OC	-1.5	-8	3
O=C(/C=C/c1ccc([N+](=O)[O-])cc1)NCC1CCCO1 (stereo not given)	-1.4	-12	59*
O=c1[nH]c(COc2ccc(Cl)cc2Cl)nc2ccccc12	0.1	-19	5
Cc1c(C(=O)N2CCN(S(=O)(=O)c3ccccc3)CC2)oc2ccc(Br)cc12	·	-17	6
CCNC(=O)CC1SC(=Nc2cccc(Cl)c2C)N(C)C1=O (stereo not given)	-0.4	-2	9
Cc1ccccc1/C=C/c1nc2ccccc2c(=O)n1CCc1ccccc1	-1.7	-47	16
COCCNC(=O)C1(C(F)(F)F)CC(CCCO)CCCO1 (stereo not given)	-1.0	8	32
CCOC(=O)C1=NOC(Cn2cc(C#N)c(=O)n(C)c2=O)C1 (stereo not given)	-0.9	-15	22
CCOC(=O)C1(CC2CC2)CCN(C(=O)c2cc(C3CC3)nc3ccccc23)CC1	-1.4	-23	16

Reprinted at random: 2 records from the list, in no set order.
SMILES	STK33 kinase inh	OX1R antag-1	OX1R antag-2
COC(=O)c1ccccc1NC(=O)c1cc(-c2cccs2)on1	-0.5	-10	4
COc1cccc(NC(=O)CSc2nc3ccccc3n2C)c1	1.2	-19	57*

Whole records from above:
Results for Cc1ccccc1/C=C/c1nc2ccccc2c(=O)n1CCc1ccccc1 → STK33 kinase inh = -1.7; OX1R antag-1 = -47; OX1R antag-2 = 16
Results for COc1ccc(OC)c(Nc2nc(-c3sc(NC(=O)CC(C)C)nc3C)cs2)c1 → STK33 kinase inh = -1.3; OX1R antag-1 = -40; OX1R antag-2 = 35

Continued:
SMILES	STK33 kinase inh	OX1R antag-1	OX1R antag-2
COc1cc2c(cc1OC)C(c1ccccc1O)NCC2 (stereo not given)	-1.2	-16	4
COc1ccccc1-c1n[nH]c2c1[C@H](C)CC[C@H]2C(C)C	1.1	-7	7
CN1CCN(S(=O)(=O)c2cccc([N+](=O)[O-])c2)CC1	-0.7	2	16
CCOc1ccccc1C(=O)Nc1ccc(-n2nncc2C(C)(C)C)cc1	-2.7	-32	16
Cc1ccc(NC(=S)N(CCN2CCOCC2)Cc2cc3cc4c(cc3[nH]c2=O)OCCO4)cc1	0.6	-14	9
COC(=O)CSc1nc(C)c(C(=O)Nc2ccccc2C)c(-c2ccc(Cl)cc2)c1C#N	-2.0	-26	42
O=C(C[C@H]1C[C@H](C(=O)N2CCCCC2)[C@@]2(CCc3ccccc3)c3[nH]c4cc(-c5ccco5)ccc4c3CCN2C1=O)NCCN1CCOCC1	·	27	8
CC(C)c1ccccc1NC(=O)COC(=O)CCN1C(=O)/C(=C\C=C\c2ccccc2)SC1=S	-0.8	-7	15
CCOc1ccccc1NC(=O)CNC(=O)CNC(=O)Cc1ccccc1	-1.1	-3	1
O=C(O)CN1C(=O)/C(=C\c2cccc(OC(=O)c3ccco3)c2)SC1=S	-0.1	-13	14
CCCC[n+]1c(C)sc2ccc(C)cc21	-0.7	-1	-4
O=C1CSC(=S)N1/N=C/c1cccc(C(F)(F)F)c1	1.0	-6	24
COc1cccc(-c2nnc(SCC(=O)Nc3ccc(OC)c(OC)c3)n2N)c1	2.7	-28	17
CCOC(=O)CSc1nc2cc(S(=O)(=O)N3CCOCC3)ccc2n1CC	-0.3	-16	1
CCc1cc2c(=O)c(Oc3ccccc3)c(C)oc2cc1O	-0.4	-6	17
O=C(COc1ccc(S(=O)(=O)NCc2ccccc2)cc1)N1CCOCC1	-1.3	-8	5
O=C(CSc1nc2ccccc2o1)N1CCN(c2ccccc2)CC1	0.9	-11	8
Cc1c(Cl)cccc1NC(=S)NCCc1ccc(C(F)(F)F)cc1	-1.5	3	12
COc1ccc(C(=O)OCc2ccc(C)cc2)cc1S(=O)(=O)N1CCOCC1	-0.9	-16	7
COc1ccc(N=Cc2nc(-c3ccco3)oc2O)cc1	-1.0	-12	39
O=C([O-])c1ccccc1-[n+]1c(-c2ccccc2)cc(-c2ccccc2)cc1-c1ccccc1	-1.2	0	32
CC(C)c1nc(=S)c2ccccc2[nH]1	1.0	-8	15
CC(=O)N1CC2(C)CN(C(C)=O)CC(C)(C1)C2=O	-2.0	-24	16
CC(=O)Nc1ccc(NC(=O)CSc2nnc(NC(=O)Cc3ccc(F)cc3)s2)cc1	-0.4	5	12
CCOC(=O)c1cccc(C2=CC(=O)C[C@H](c3ccc(OC)c(OC)c3)C2)c1	-0.2	6	2
O=C(CCCN1C(=O)CSc2ncccc21)N1CCN(Cc2ccccc2)CC1	0.1	-14	6
CCOc1ccc(C2CC(c3ccc(OC)c(OC)c3)n3nc(N)nc3N2)cc1 (stereo not given)	-0.1	6	5
CN1CCC(CO)(Cc2ccccc2)CC1	-2.0	5	10
CN1CCN(c2nc(-c3ccco3)cc(C(F)(F)F)n2)CC1	-1.1	-21	6
Cc1cc(OC(=O)c2c(C)cc(O)cc2O)cc(O)c1C(=O)O	1.0	1	7
Cc1c(NC(=O)c2cc(-c3ccccc3)on2)c(=O)n(-c2ccccc2)n1C	0.9	-2	6
Nc1cccc(Oc2ccc3c(c2)C(=O)NC3=O)c1	-0.1	-6	19
Cc1ccc(C)c(NC(=O)COC(=O)CC2CC3CCC2C3)c1 (stereo not given)	0.1	-36	4
CCCNC(=O)[C@@H]1CCCN1C(=O)[C@@H]1Cc2ccccc2CN1	-1.5	-12	9
O=C(CSc1nnc(-c2cccnc2)o1)Nc1nccs1	-1.9	0	10
COc1ccc(C2N(c3ccc(C)cc3)CCN2c2ccc(C)cc2)cc1O	-0.8	-16	9
CCOC(=O)C1CCN(C(=O)c2oc3ccc(S(=O)(=O)N4CCCCCC4)cc3c2C)CC1	0.9	-25	1
O=C(OC(c1ccccc1)c1nccc2ccccc12)c1cc([N+](=O)[O-])cc([N+](=O)[O-])c1 (stereo not given)	-2.4	-45	62*
Cc1ccc(S(=O)(=O)NC(C(=O)OCC(=O)NC2CCS(=O)(=O)C2)C(C)C)cc1 (stereo not given)	0.1	-15	-1
Cc1c(-c2ccc(F)cc2)nc(N)c(C#N)c1-c1ccco1	0.9	-10	24
CCCCNC(=O)NNC(=O)c1ccc(F)cc1	-0.5	-2	-12
COC(=O)c1scc2c(Oc3ccccc3)cc(C(F)(F)F)nc12	-0.2	-1	8
COc1cc(NS(=O)(=O)c2ccc3ccccc3c2)c2ncccc2c1	-1.2	-9	19
O=C(CN(Cc1ccco1)C(=O)CNS(=O)(=O)c1ccccc1)NCc1ccc(F)cc1	2.4	-27	13
CCCCOc1ccc(C(=O)NCCc2cccs2)cc1	-0.2	-19	21
CS(=O)(=O)n1nc(OC(=O)c2cccs2)cc1N	-0.9	-24	19
CCOc1ccc(N(C(=O)C2CCCO2)C2C=CS(=O)(=O)C2)cc1 (stereo not given)	-2.2	-8	-1
COc1ccc(CSCC(=O)N/N=C/c2ccc(OCC(=O)N3CCCCC3)cc2)cc1	0.3	-3	8
COc1ccc(N2CCN(C(=O)c3c(C)nn(-c4ccccc4)c3C)CC2)cc1	0.3	-26	19
O=S(=O)(c1ccc(F)cc1)N1CCN(C(=S)NC2CCCC2)CC1	-2.0	-4	17
CC(C)(C)C(=O)Nc1ccccc1C(=O)NCCC(=O)Nc1ccccc1	-1.1	-24	36
COc1ccc(CNC(=O)CC2C(=O)NCCN2C2Cc3ccccc3C2)cc1 (stereo not given)	-1.3	-16	4
OCCn1c(-c2ccccc2)csc1=Nc1ccccc1	0.5	-2	10
COc1ccc(NC(=O)Nc2ccc3oc(C)nc3c2)cc1	0.7	-19	16
Cc1ccc(C(=O)Nc2ccc3nc(C)sc3c2)s1	1.0	-11	35
O=C(Nc1c2c(nn1-c1ccccc1)CS(=O)(=O)C2)c1ccco1	-2.3	-2	25
CC(/C=N/N1C(=O)CSC1=S)=C\c1ccccc1	-0.1	1	20
CCOC(=O)c1cn(CC)c2ccc(Br)cc2c1=O	0.2	-22	8
Cn1c(CN2CCCC2)nc2cc(NC(=O)c3cccs3)ccc21	0.1	-6	19
CCOc1ccc(NC(=O)c2cnsn2)cc1	-0.1	-3	26

Three of these compounds in another layout.
Structure | STK33 kinase inh | OX1R antag-1 | OX1R antag-2
CCOC(=O)C1CCN(C(=O)c2oc3ccc(S(=O)(=O)N4CCCCCC4)cc3c2C)CC1 | 0.9 | -25 | 1
O=C(OC(c1ccccc1)c1nccc2ccccc12)c1cc([N+](=O)[O-])cc([N+](=O)[O-])c1 (stereo not given) | -2.4 | -45 | 62*
Cc1ccc(S(=O)(=O)NC(C(=O)OCC(=O)NC2CCS(=O)(=O)C2)C(C)C)cc1 (stereo not given) | 0.1 | -15 | -1

The list goes on.
SMILES	STK33 kinase inh	OX1R antag-1	OX1R antag-2
Cn1cccc1C(=O)Nc1nccs1	5.9	-14	27
COc1cccc(/C=C2\SC(=N)N(c3ccc(F)cc3)C2=O)c1	-0.6	1	22
O=C(NCCOc1ccc(Cl)cc1)C1CC(=O)N(c2ccc(F)cc2)C1 (stereo not given)	-0.1	-24	6
O=C(C=C=Nc1ccccc1)C(=O)N=C=Cc1ccccc1	-0.3	10	17
CC(=O)C1=C(C)Nc2cc(C(F)(F)F)ccc2S1	-0.3	-10	7
Cc1ccc(CNC(=O)c2cc(-c3ccccc3C)nn2CC2CC(c3cccnc3)=NO2)cc1 (stereo not given)	-0.3	-16	-1
O=C(Nc1ccc(CN2CCCCC2)cc1)Nc1ccccc1Cl	-0.4	-19	8
CCn1c2ccccc2c2cc(NC(=O)CNCc3ccccc3OC)ccc21	0.7	-20	20
Cc1cc(=O)oc2cc(OCC(=O)OCC(=O)NCc3ccc4c(c3)OCO4)ccc12	2.7	-14	3
Cc1cccc(C)c1NC(=O)CNC(=O)c1ccc2c(c1)NC(=O)CS2	·	-13	11
O=C(CCCNC(=O)c1ccc(Cl)cc1)Nc1cccc(S(=O)(=O)N2CCCCC2)c1	0.1	-15	6
NS(=O)(=O)c1ccc(CCNCC#Cc2ccccc2)cc1	-3.3	-8	5
O=[N+]([O-])c1ccc(Cl)cc1N/N=C/c1ccncc1	-1.0	-6	13
Cc1ccc2c(c1)N(CCCC(=O)NCc1cccnc1)C(=O)CO2	-0.3	0	-1
COC(=O)N1CCc2c(sc(NC(=O)C3=COCCO3)c2C#N)C1	6.9	-26	23
